TcdB GH inh = TcdB glycohydrolase inhibitors, primary screen, biochemical, single point, plate reader | Toxin B (Clostridioides difficile), P18177 | TcdB glycohydrolase enzymatic assay | inhibition, % at 9.99 µM | 350,000 compounds, 0.24% hits | AID 652162, 2013; in the data active = inhibition above about 10%
Target sequence (P18177 whole entry, looked up): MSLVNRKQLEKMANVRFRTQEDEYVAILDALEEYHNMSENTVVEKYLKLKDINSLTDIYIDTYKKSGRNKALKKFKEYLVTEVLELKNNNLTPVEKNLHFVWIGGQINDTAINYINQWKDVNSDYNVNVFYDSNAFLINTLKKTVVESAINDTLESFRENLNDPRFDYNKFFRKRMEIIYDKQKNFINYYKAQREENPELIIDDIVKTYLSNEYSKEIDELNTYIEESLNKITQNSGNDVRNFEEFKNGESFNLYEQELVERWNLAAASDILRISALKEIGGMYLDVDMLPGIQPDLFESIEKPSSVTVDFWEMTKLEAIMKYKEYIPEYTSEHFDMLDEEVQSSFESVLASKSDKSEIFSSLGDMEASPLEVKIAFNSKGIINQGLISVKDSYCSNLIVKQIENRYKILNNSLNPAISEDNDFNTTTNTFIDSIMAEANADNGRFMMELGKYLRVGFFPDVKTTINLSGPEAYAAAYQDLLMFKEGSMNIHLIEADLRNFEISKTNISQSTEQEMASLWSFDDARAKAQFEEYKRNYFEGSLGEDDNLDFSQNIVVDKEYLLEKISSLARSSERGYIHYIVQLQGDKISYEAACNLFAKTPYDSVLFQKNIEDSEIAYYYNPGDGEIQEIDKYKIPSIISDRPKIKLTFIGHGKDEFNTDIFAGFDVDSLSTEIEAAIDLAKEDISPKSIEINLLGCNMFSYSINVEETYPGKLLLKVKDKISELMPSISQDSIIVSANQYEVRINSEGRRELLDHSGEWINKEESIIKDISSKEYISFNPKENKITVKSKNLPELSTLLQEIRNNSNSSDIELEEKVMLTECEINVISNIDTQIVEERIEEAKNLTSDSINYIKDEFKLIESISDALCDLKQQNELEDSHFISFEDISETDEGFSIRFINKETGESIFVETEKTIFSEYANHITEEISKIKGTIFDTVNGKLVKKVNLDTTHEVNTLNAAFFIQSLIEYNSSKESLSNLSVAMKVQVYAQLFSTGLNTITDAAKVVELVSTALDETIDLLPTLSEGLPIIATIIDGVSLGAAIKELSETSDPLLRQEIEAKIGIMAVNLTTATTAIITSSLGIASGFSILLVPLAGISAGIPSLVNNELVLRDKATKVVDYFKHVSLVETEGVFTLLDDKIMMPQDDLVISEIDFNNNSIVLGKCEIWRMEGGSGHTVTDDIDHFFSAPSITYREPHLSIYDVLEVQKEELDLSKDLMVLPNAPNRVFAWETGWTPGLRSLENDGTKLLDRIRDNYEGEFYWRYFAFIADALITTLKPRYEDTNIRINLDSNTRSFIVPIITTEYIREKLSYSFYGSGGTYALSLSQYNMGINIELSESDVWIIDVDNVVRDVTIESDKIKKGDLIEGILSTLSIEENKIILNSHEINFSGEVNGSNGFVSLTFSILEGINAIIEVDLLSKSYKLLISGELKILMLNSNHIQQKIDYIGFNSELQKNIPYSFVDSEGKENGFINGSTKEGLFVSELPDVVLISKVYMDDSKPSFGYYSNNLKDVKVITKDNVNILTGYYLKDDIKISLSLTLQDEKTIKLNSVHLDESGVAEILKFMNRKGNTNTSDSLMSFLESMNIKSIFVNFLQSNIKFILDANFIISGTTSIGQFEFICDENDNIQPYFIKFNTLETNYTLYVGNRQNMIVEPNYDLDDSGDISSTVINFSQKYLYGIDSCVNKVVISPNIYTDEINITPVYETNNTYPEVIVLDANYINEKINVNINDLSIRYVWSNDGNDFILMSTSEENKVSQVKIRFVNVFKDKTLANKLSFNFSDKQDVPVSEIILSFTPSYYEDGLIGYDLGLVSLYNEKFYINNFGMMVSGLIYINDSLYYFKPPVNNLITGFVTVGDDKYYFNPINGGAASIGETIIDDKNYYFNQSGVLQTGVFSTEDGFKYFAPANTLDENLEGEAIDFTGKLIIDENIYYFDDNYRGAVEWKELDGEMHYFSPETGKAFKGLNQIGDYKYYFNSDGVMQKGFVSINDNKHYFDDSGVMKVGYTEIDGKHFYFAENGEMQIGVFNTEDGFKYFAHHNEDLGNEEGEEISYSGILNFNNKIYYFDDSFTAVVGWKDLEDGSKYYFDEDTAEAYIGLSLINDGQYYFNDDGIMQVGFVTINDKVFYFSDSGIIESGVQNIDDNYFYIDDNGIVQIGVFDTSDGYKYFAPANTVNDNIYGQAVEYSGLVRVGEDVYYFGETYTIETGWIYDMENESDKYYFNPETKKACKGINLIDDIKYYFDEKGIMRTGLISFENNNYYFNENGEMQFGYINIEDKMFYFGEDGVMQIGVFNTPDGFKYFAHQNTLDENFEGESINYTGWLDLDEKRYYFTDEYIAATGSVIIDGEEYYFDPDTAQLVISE
* hit, by the source's call; & = joins results of further samples. These rows are one share of the data (hit frequency here may not be typical).

SMILES	TcdB GH inh
CO[C@@H]1CC[C@H]2CCN(C)C(=O)[C@H](C)[C@H](OC)CN(C)C(=O)c3cc(C#N)ccc3OC[C@@H]1O2	-0.7
CN(C)CC(=O)Nc1ccc2c(c1)[C@H]1C[C@@H](CC(=O)NCc3ccc(-c4ccccc4)cc3)O[C@@H](CO)[C@H]1O2	-1.0
CNC[C@@H]1Oc2ncc(-c3ccc(OC)cc3)cc2C(=O)N([C@@H](C)CO)C[C@H]1C	0.0
Cc1ccc(S(=O)(=O)N[C@H]2CC[C@@H](CC(=O)NCCCN(C)C)O[C@@H]2CO)cc1	0.5
C[C@H]1CN([C@@H](C)CO)C(=O)CCCn2nncc2CO[C@@H]1CN(C)Cc1ccccc1C(=O)O	0.1
COc1ccc(C#Cc2ccc([C@@H]3[C@H](CO)N4CCCCN(Cc5ccccc5F)C[C@@H]34)cc2)cc1	-1.1
COc1ccc2c3c(n(C)c2c1)[C@@H](CO)N(Cc1ccc2c(c1)OCO2)CC31CCN(C)CC1	-8.3
C[C@@H](O)C#Cc1ccc([C@H]2[C@H]3CN(C(=O)c4ccc(F)cc4)CCCCN3[C@H]2CO)cc1	-0.7
Cc1noc(C)c1NC(=O)N[C@@H]1CC[C@@H](CC(=O)N2CCN(C)CC2)O[C@H]1CO	-0.3
C[C@@H]1CN([C@H](C)CO)C(=O)c2cc(-c3ccccc3F)cnc2O[C@H]1CN(C)C(=O)C1CCOCC1	1.4
C[C@H]1CN([C@@H](C)CO)C(=O)Cc2cc(NS(=O)(=O)c3ccc(F)cc3)ccc2O[C@H]1CN(C)Cc1ccc(Oc2ccccc2)cc1	-1.2
CC(C)NC(=O)N1[C@@H](CO)[C@@H](c2ccccc2)C12CN(Cc1ccccc1)C2	-0.8
O=C(C[C@@H]1C[C@H]2c3cc(NC(=O)NC4CCCC4)ccc3O[C@H]2[C@H](CO)O1)NC1CCCCC1	0.2
Cc1ccc(S(=O)(=O)N[C@H]2CC[C@H](CC(=O)NCCc3ccncc3)O[C@@H]2CO)cc1	-1.1
C[C@@H]1CN([C@@H](C)CO)C(=O)c2cc(-c3ccncc3)cnc2O[C@H]1CN(C)C(=O)C1CCCCC1	0.7
CCC(=O)Nc1ccc2c(c1)OC[C@@H](C)N(Cc1cncnc1)C[C@@H](C)[C@H](OC)CN(C)C2=O	1.1
CN1CCN(C(=O)C2=C[C@H](C(C)(C)C)C[C@H](OCc3ccc(CO)cc3)O2)CC1	-0.2
O=C(C[C@@H]1CC[C@H]2[C@@H](COC[C@H](O)CN2C(=O)c2cnccn2)O1)NCc1ccccc1	0.6
CC(C)CC#Cc1ccc2c(c1)O[C@@H](CN(C)C(=O)c1cccnc1)[C@@H](C)CN([C@H](C)CO)S2(=O)=O	0.8
O=C(C[C@H]1C[C@@H]2c3cc(NC(=O)Nc4ccccc4F)ccc3O[C@@H]2[C@@H](CO)O1)NC1CCCCC1	-0.1
CCC(=O)N(C)C[C@H]1Oc2cc(C#CC3CCCCC3)ccc2S(=O)(=O)N([C@@H](C)CO)C[C@H]1C	-0.4
C/C=C/c1ccc2c(c1)O[C@@H](CN(C)C(C)=O)[C@H](C)CN([C@@H](C)CO)S2(=O)=O	0.2
Cc1ccccc1-c1ccc([C@@H]2[C@@H](CO)N3C(=O)CN(C(=O)c4ccncc4)C[C@@H]23)cc1	-0.7
O=C(CC1CC1)N[C@H]1C[C@@H]2O[C@H](CO)CC[C@@H]2O[C@@H]1CCc1ccc(C#Cc2ccccc2)cc1	0.9
Cc1noc(C)c1NC(=O)NCC[C@H]1CC[C@H](NC(=O)c2ccncc2)[C@H](CO)O1	0.0

10 entries from above, ordered by SMILES length, lowest first.
SMILES	TcdB GH inh
CC(C)NC(=O)N1[C@@H](CO)[C@@H](c2ccccc2)C12CN(Cc1ccccc1)C2	-0.8
CN1CCN(C(=O)C2=C[C@H](C(C)(C)C)C[C@H](OCc3ccc(CO)cc3)O2)CC1	-0.2
CNC[C@@H]1Oc2ncc(-c3ccc(OC)cc3)cc2C(=O)N([C@@H](C)CO)C[C@H]1C	0.0
COc1ccc(C#Cc2ccc([C@@H]3[C@H](CO)N4CCCCN(Cc5ccccc5F)C[C@@H]34)cc2)cc1	-1.1
CCC(=O)Nc1ccc2c(c1)OC[C@@H](C)N(Cc1cncnc1)C[C@@H](C)[C@H](OC)CN(C)C2=O	1.1
O=C(C[C@H]1C[C@@H]2c3cc(NC(=O)Nc4ccccc4F)ccc3O[C@@H]2[C@@H](CO)O1)NC1CCCCC1	-0.1
CC(C)CC#Cc1ccc2c(c1)O[C@@H](CN(C)C(=O)c1cccnc1)[C@@H](C)CN([C@H](C)CO)S2(=O)=O	0.8
CO[C@@H]1CC[C@H]2CCN(C)C(=O)[C@H](C)[C@H](OC)CN(C)C(=O)c3cc(C#N)ccc3OC[C@@H]1O2	-0.7
CN(C)CC(=O)Nc1ccc2c(c1)[C@H]1C[C@@H](CC(=O)NCc3ccc(-c4ccccc4)cc3)O[C@@H](CO)[C@H]1O2	-1.0
C[C@H]1CN([C@@H](C)CO)C(=O)Cc2cc(NS(=O)(=O)c3ccc(F)cc3)ccc2O[C@H]1CN(C)Cc1ccc(Oc2ccccc2)cc1	-1.2

Remaining list, next part
SMILES	TcdB GH inh
COc1ccc(S(=O)(=O)Nc2ccc3c(c2)C(=O)N([C@@H](C)CO)C[C@@H](C)[C@H](CN(C)Cc2ccc(C(=O)Nc4ccccc4N)cc2)O3)cc1	0.9
C[C@@H]1CN([C@H](C)CO)C(=O)Cc2cc(NC(=O)C3CCCCC3)ccc2O[C@H]1CN(C)C(=O)NC1CCCCC1	-1.3
COc1ccc(S(=O)(=O)Nc2cccc3c2O[C@@H](CN(C)Cc2ccc(-c4ccccc4)cc2)[C@@H](C)CN([C@H](C)CO)C3=O)cc1	-0.2
COc1ccc(S(=O)(=O)N2CC[C@H]3[C@H](CO)Nc4ccc(-c5cccc(C#N)c5)cc4[C@H]32)cc1	0.6
COc1ccc(-c2ccccc2[C@H]2[C@@H](C#N)N(C(=O)C3CCC3)[C@H]2CO)cc1	0.9
COCC(=O)N(C)C[C@H]1Oc2cc(C#C[C@H](C)O)ccc2S(=O)(=O)N([C@H](C)CO)C[C@@H]1C	0.5
Cc1ccccc1S(=O)(=O)N1C[C@H](O)COC[C@H]2O[C@H](CC(=O)N3CCCCC3)CC[C@@H]21	0.6
O=C(C[C@@H]1CC[C@@H]2[C@H](COC[C@H](O)CN2Cc2cccc(Cl)c2)O1)NCC1CCCCC1	1.6
COc1ccc(C#Cc2ccc([C@@H]3[C@@H](CO)N4CCCCN(C)C[C@H]34)cc2)cc1	0.7
COc1ccc(NC(=O)N(C)C[C@H]2Oc3c(NC(=O)c4nc5ccccc5s4)cccc3C(=O)N([C@H](C)CO)C[C@@H]2C)cc1	0.5
CCS(=O)(=O)N1CCCCN2[C@H](CO)[C@H](c3ccc(-c4ccc(C#N)cc4)cc3)[C@H]2C1	0.2
O=C(C[C@H]1C[C@H]2c3cc(NC(=O)Nc4ccccc4F)ccc3O[C@H]2[C@H](CO)O1)NCc1ccccn1	0.7
COc1ccc(NC(=O)N(C)C[C@@H]2OCCCC[C@H](C)Oc3ccc(NS(=O)(=O)c4ccccc4)cc3C(=O)N([C@@H](C)CO)C[C@@H]2C)cc1	-0.8
COCC(=O)Nc1ccc2c(c1)C(=O)N(C)C[C@H](OC)[C@H](C)CN(C(C)=O)[C@@H](C)CO2	0.2
O=C(Cc1ccncc1)NCC[C@H]1CC[C@@H](NC(=O)C2CCCC2)[C@@H](CO)O1	-1.6
C[C@H]1CN([C@@H](C)CO)C(=O)Cc2cc(NC(=O)C3CC3)ccc2O[C@@H]1CN(C)C(=O)Nc1ccccc1	0.2
CNC[C@@H]1Oc2cc(C#CC(C)C)ccc2S(=O)(=O)N([C@@H](C)CO)C[C@H]1C	-1.4
CCCNC(=O)C[C@@H]1CC[C@@H]2[C@@H](COc3ccc(NC(=O)c4cccc(F)c4)cc3C(=O)N2C)O1	-0.4
C[C@H]1CN([C@@H](C)CO)C(=O)Cc2cc(NC(=O)CCC(F)(F)F)ccc2O[C@@H]1CN(C)S(=O)(=O)c1ccc(F)cc1	0.6
COc1cccc(S(=O)(=O)N2CCCCN3[C@H](CO)[C@@H](c4ccc(C#CC5CC5)cc4)[C@H]3C2)c1	-0.7
C[C@H]1CN([C@@H](C)CO)C(=O)c2cccc(NC(=O)C3CCOCC3)c2O[C@@H]1CN(C)S(=O)(=O)c1cccs1	-0.6
COc1ccc(S(=O)(=O)N(C)C[C@@H]2Oc3ccc(NC(=O)Cc4cn(C)c5ccccc45)cc3C(=O)N([C@@H](C)CO)C[C@@H]2C)cc1	1.4
COCc1cn(CC[C@H]2CC[C@H](NC(=O)Nc3ccc(OC)cc3)[C@@H](CO)O2)nn1	-0.9
Cc1ccc(S(=O)(=O)Nc2ccc3c(c2)C(=O)N([C@H](C)CO)C[C@@H](C)[C@H](CN(C)S(=O)(=O)c2ccc(C)cc2)O3)cc1	-1.3
C[C@H]1CN([C@@H](C)CO)C(=O)c2cc(NC(=O)C3CC3)ccc2O[C@@H]1CN(C)C(=O)Nc1ccc(C(F)(F)F)cc1	2.2
Continuation.
SMILES	TcdB GH inh
CNC[C@@H]1OCCCC[C@H](C)Oc2ccc(N(C)C)cc2C(=O)N([C@H](C)CO)C[C@@H]1C	-22
COc1ccc(S(=O)(=O)N(C)C[C@@H]2Oc3ccc(NC(=O)C4CC4)cc3C(=O)N([C@@H](C)CO)C[C@@H]2C)cc1	-2.7
C[C@H]1CN([C@@H](C)CO)C(=O)c2cc(C3=CCCCC3)cnc2O[C@@H]1CN(C)C(=O)c1ccncc1	-1.5
C[C@H](CO)N1C[C@H](C)[C@@H](CN(C)C(=O)Nc2cccc3ccccc23)OCCCC[C@H](C)Oc2ccc(NS(=O)(=O)c3ccccc3)cc2C1=O	0.2
COc1ccccc1-c1cn(CC[C@@H]2CC[C@H](NC(=O)C3CCCCC3)[C@H](CO)O2)nn1	-0.5
CN(C[C@H]1[C@@H](c2ccc(C3=CCCC3)cc2)[C@@H](CO)N1CCC(F)(F)F)S(C)(=O)=O	-0.9
C[C@H]1CN([C@@H](C)CO)C(=O)c2cccc(NC(=O)c3nc4ccccc4s3)c2O[C@@H]1CN(C)C(=O)Nc1ccc(C(F)(F)F)cc1	1.0
CCC(=O)Nc1ccc2c(c1)C(=O)N(C)C[C@H](OC)[C@@H](C)CN(Cc1cccc(F)c1)[C@H](C)CO2	-0.1
C[C@H]1CN([C@@H](C)CO)C(=O)c2cc(NS(=O)(=O)c3cn(C)cn3)ccc2O[C@@H]1CN(C)C(=O)Nc1ccc2c(c1)OCO2	0.9
COc1ccc(NC(=O)Nc2ccc3c(c2)C(=O)N([C@H](C)CO)C[C@H](C)[C@@H](CN(C)S(=O)(=O)c2ccc(C)cc2)OCCCC[C@H](C)O3)cc1	-1.3
Cc1ccccc1-c1ccc([C@@H]2[C@@H](CO)N3C(=O)CN(C(=O)c4ccc(F)cc4)C[C@H]23)cc1	-6.0
C[C@H]1CCCCO[C@H](CN(C)S(=O)(=O)c2ccc(F)cc2)[C@@H](C)CN([C@@H](C)CO)C(=O)c2cc(NC(=O)C3CCCCC3)ccc2O1	0.4
C[C@@H]1CN([C@@H](C)CO)C(=O)c2cc(Br)cnc2O[C@H]1CN(C)Cc1ccncc1	0.0
C[C@@H]1CN([C@@H](C)CO)C(=O)c2cc(NC(=O)Nc3ccc(C(F)(F)F)cc3)ccc2O[C@@H](C)CCCCO[C@@H]1CN(C)C(=O)Nc1ccc2c(c1)OCO2	-12
C[C@@H]1CN([C@@H](C)CO)C(=O)Cc2cc(NC(=O)Cn3cnnn3)ccc2O[C@@H]1CN(C)C(=O)Nc1ccc2c(c1)OCO2	-0.3
C=C/C=C/[C@@H]1C(=C)CN2[C@H]1[C@H](Cc1ccccc1)OC(=O)C21CCCC1	-1.7
COc1ccc(NC(=O)Nc2ccc3c(c2)C(=O)N([C@H](C)CO)C[C@H](C)[C@H](CN(C)Cc2ccc(-c4ccccc4)cc2)O3)cc1	0.1
C[C@@H]1CN([C@H](C)CO)C(=O)c2cc(N(C)C)ccc2O[C@@H](C)CCCCO[C@H]1CN(C)C(=O)NC1CCCCC1	-8.5
Cc1ccc(S(=O)(=O)N(C)C[C@@H]2OCCCC[C@H](C)Oc3ccc(NS(=O)(=O)c4c(C)noc4C)cc3C(=O)N([C@H](C)CO)C[C@H]2C)cc1	1.0
C[C@@H]1CN([C@@H](C)CO)C(=O)c2cc(NC(=O)CCC(F)(F)F)ccc2O[C@@H]1CN(C)Cc1ccc(C(F)(F)F)cc1	0.6
Cc1noc(C)c1S(=O)(=O)Nc1ccc2c(c1)C(=O)N([C@H](C)CO)C[C@H](C)[C@@H](CN(C)S(=O)(=O)c1cn(C)cn1)O2	0.7
CC(=O)N(C[C@H]1N[C@H](CO)[C@H]1c1ccc(-c2cccnc2)cc1)C1CCCC1	-1.0&-0.7
C[C@H](CO)N1C[C@H](C)[C@H](CN(C)C(=O)Nc2ccccc2)Oc2ccc(NS(=O)(=O)c3ccc(F)cc3)cc2C1=O	-0.8
COc1cccc(NC(=O)N2C[C@H](O)COC[C@H]3O[C@H](CC(=O)NCc4ccccc4F)CC[C@@H]32)c1	-0.1
C[C@H]1CCCCO[C@H](CN(C)C(=O)c2ccccc2)[C@@H](C)CN([C@@H](C)CO)C(=O)c2cc(NS(=O)(=O)c3ccccc3)ccc2O1	-0.6
C[C@@H]1CCCCO[C@@H](CN(C)CC2CC2)[C@H](C)CN([C@@H](C)CO)C(=O)c2cc(NC(=O)c3ccncc3)ccc2O1	-0.8
O=C(c1ccccc1F)N1C[C@H]2[C@@H](c3ccccc31)[C@H](CO)N2C(=O)Nc1ccccc1	1.5
CO[C@H](CN(C)C(=O)c1cnccn1)[C@@H](C)CN([C@@H](C)CO)S(=O)(=O)c1ccc(Cl)cc1	-0.9
CO[C@@H]1CN(C)C(=O)c2cc(NC(=O)c3cc(C)on3)ccc2OC[C@@H](C)N(C(=O)C2CC2)C[C@@H]1C	1.7
C[C@@H]1CCCCO[C@@H](CN(C)C(=O)CCCN(C)C)[C@@H](C)CN([C@@H](C)CO)C(=O)c2cc(NS(=O)(=O)c3ccc(Cl)cc3)ccc2O1	0.6

Screening results as filed in PubChem BioAssay.
